PRC2 inh: EZH2 (human) methyltransferase inhibition | inhibition, % at 12.5 µM | PRC2 H3K27 methylation, DELFIA TRF, 1 h | 0.35% of 57,000 active;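 active = mean inhibition of replicates at least 50% and every single replicate also reaching 50%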;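 also: dimethyl H3K27 on biotinylated H3 21-44 peptide detected by antibody; plate controls were median neutral control wells for no effect and median positive control wells for full effect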
IDH1 mut inh: inhibitors of human IDH1 R132H; 0.18% of 70,000 active; IDH1 R132H reductase, diaphorase/resazurin fluorescence, 60 min; inhibition, % at 10 µM; AID 624101; in the data active = inhibition above about 34%;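 also: 0% = DMSO and 100% = no enzyme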
Target sequence (O75874 whole entry R132H): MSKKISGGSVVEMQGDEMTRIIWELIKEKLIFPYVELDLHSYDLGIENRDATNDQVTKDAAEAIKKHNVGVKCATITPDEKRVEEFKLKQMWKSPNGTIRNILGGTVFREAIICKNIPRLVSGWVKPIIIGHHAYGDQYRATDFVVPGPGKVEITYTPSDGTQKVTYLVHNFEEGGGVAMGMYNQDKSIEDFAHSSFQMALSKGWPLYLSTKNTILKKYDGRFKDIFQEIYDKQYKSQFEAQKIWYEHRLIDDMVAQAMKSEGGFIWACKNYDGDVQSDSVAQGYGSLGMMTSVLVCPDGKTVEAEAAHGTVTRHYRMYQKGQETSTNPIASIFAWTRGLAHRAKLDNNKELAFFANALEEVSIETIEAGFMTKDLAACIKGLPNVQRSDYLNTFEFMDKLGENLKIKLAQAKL
Starred values were filed as active, the others as inactive; nt = no result given. The list is partial (hit frequency here may not be typical).

SMILES	PRC2 inh	IDH1 mut inh
CCc1ccc(CCC(=O)Nc2ccc(OC)cc2)o1	-8.0	0.4
O=C(Cc1ccccn1)N[C@@H]1CC[C@H](CCn2cc(-c3cccnc3)nn2)O[C@H]1CO	28.3	-0.4
C[C@H]1CN([C@@H](C)CO)C(=O)c2cc(NC(=O)CCCCCC(=O)Nc3ccccc3N)ccc2O[C@H]1CN(C)C(=O)Nc1ccccc1	-6.1	-0.3
Cc1ccc(S(=O)(=O)N[C@H]2CC[C@H](CC(=O)N3CCc4ccccc4C3)O[C@@H]2CO)cc1	-2.5	-0.2
COc1ccccc1NC(=O)CN1C(=O)NC(C)(C)C1=O	nt	0.4
C[C@H]1CN([C@@H](C)CO)C(=O)c2cccc(NC(=O)Nc3ccc(F)cc3)c2O[C@H]1CN(C)S(C)(=O)=O	-1.2	-0.8
COc1ccc(S(=O)(=O)N(C)C[C@H]2OCCCC[C@H](C)Oc3ccc(NS(=O)(=O)c4cn(C)cn4)cc3C(=O)N([C@H](C)CO)C[C@@H]2C)cc1	nt	-0.5
CC(C)(C)c1cn2c3ccccc3nc2n1CCN1CCOCC1	-14.9	-0.2
Cc1cc(C)cc(NC(=O)Cn2cc(C(=O)c3cccs3)c3ccccc32)c1	nt	0.0
COCC#Cc1cnc2c(c1)C(=O)N([C@@H](C)CO)C[C@@H](C)[C@H](CN(C)S(=O)(=O)c1cn(C)cn1)O2	-1.4	-8.6
CN(C)c1ccc2c(c1)[C@@H]1C[C@@H](CC(=O)NCC3CC3)O[C@@H](CO)[C@@H]1O2	4.9	-11.7
COC(=O)c1c(NC(=S)Nc2nc(C)cc(C)n2)sc2c1CCC(C)C2 (stereo unspecified)	-8.1	0.8
C[C@H]1CN([C@@H](C)CO)C(=O)c2cc(NC(=O)Cn3cnnn3)ccc2O[C@H]1CN(C)Cc1ccc(Cl)c(Cl)c1	-15.6	-2.1
C[C@@H]1CN([C@@H](C)CO)C(=O)Cc2cc(NS(=O)(=O)c3ccccc3)ccc2O[C@@H]1CN(C)C(=O)Nc1ccc(C(F)(F)F)cc1	nt	-3.1
C[C@H]1CN([C@@H](C)CO)S(=O)(=O)c2ccc(-c3ccc(F)cc3)cc2O[C@@H]1CN(C)C(=O)Nc1ccc(F)cc1	-9.5	nt
O=C1CC(c2ccccc2)N=C(SCC(=O)Nc2ccc(Cl)cc2)N1 (stereo unspecified)	-7.9	-0.3
C[C@@H]1CN([C@@H](C)CO)C(=O)Cc2cc(NS(=O)(=O)c3ccc(F)cc3)ccc2O[C@H]1CN(C)C(=O)Nc1ccccc1	nt	1.9
C[C@H]1CN([C@@H](C)CO)C(=O)c2cc(C#CC3CC3)cnc2O[C@H]1CN(C)C(=O)c1ccc(F)cc1	nt	0.1
CNC[C@H]1OCCCC[C@H](C)Oc2ccc(NC(=O)Cc3ccccc3)cc2C(=O)N([C@H](C)CO)C[C@@H]1C	-0.9	nt
COCC#Cc1cnc2c(c1)C(=O)N([C@H](C)CO)C[C@@H](C)[C@H](CN(C)C(=O)Nc1cccc(F)c1)O2	4.4	-0.3
O=C(C[C@H]1C=C[C@@H](NS(=O)(=O)c2ccc(F)cc2)[C@H](CO)O1)NCCN1CCCCC1	0.9	0.5
CCn1c(SCC(=O)N2c3ccccc3Sc3ccccc32)nnc1-c1cc(OC)cc(OC)c1	26.2	-0.1
O=C(NCC[C@@H]1CC[C@H](NC(=O)C2CCCCC2)[C@H](CO)O1)c1cc(Cl)cc(Cl)c1	0.9	-0.6
C#CCNC(=O)C1=C[C@@H](c2ccc3c(c2)OCO3)C[C@@H](OCc2ccc(CO)cc2)O1	-3.6	nt
CCOC(=O)c1c(NC(=O)Cn2cnc3sc(C)c(C)c3c2=O)sc(C)c1C	-2.2	0.3

4 records picked at random from the list so far, as already listed:
SMILES	PRC2 inh	IDH1 mut inh
Cc1cc(C)cc(NC(=O)Cn2cc(C(=O)c3cccs3)c3ccccc32)c1	nt	0.0
Cc1ccc(S(=O)(=O)N[C@H]2CC[C@H](CC(=O)N3CCc4ccccc4C3)O[C@@H]2CO)cc1	-2.5	-0.2
O=C(C[C@H]1C=C[C@@H](NS(=O)(=O)c2ccc(F)cc2)[C@H](CO)O1)NCCN1CCCCC1	0.9	0.5
CN(C)c1ccc2c(c1)[C@@H]1C[C@@H](CC(=O)NCC3CC3)O[C@@H](CO)[C@@H]1O2	4.9	-11.7

(cont.)
SMILES	PRC2 inh	IDH1 mut inh
O=C(N[C@@H]1C=C[C@H](CC(=O)N2CCc3ccccc3C2)O[C@H]1CO)C1CC1	7.8	0.0
C[C@H](CO)N1C[C@H](C)[C@@H](CN(C)C(=O)Nc2ccccc2)Oc2ccc(NC(=O)c3ccncc3)cc2CC1=O	nt	2.6
CC(C)NC(=O)N(C)C[C@H]1OCCCC[C@H](C)Oc2ccc(NC(=O)c3ccccc3)cc2C(=O)N([C@H](C)CO)C[C@H]1C	-5.3	nt
Cc1ccc(S(=O)(=O)N(C)C[C@H]2Oc3ccc(NS(=O)(=O)c4ccccc4)cc3C(=O)N([C@@H](C)CO)C[C@@H]2C)cc1	nt	-2.7
C[C@@H]1CN([C@@H](C)CO)S(=O)(=O)c2ccc(-c3ccc(F)cc3)cc2O[C@@H]1CN(C)C(=O)C1CC1	2.6	nt
Cc1noc(C)c1S(=O)(=O)Nc1cccc2c1O[C@@H](CN(C)C)[C@@H](C)CN([C@H](C)CO)C2=O	8.3	0.0
C[C@@H]1CN([C@H](C)CO)C(=O)c2cc(NC(=O)c3ccncc3)ccc2O[C@H]1CN(C)C(=O)NC1CCCCC1	nt	0.8
COc1ccc(S(=O)(=O)Nc2ccc3c(c2)OC[C@@H](C)NC[C@H](C)[C@@H](OC)CN(C)C3=O)cc1	3.9	-0.3
C[C@@H]1CN([C@@H](C)CO)C(=O)c2cc(/C=C/c3ccccc3)cnc2O[C@H]1CN(C)Cc1cncnc1	8.6	-1.7
C/C=C/c1ccc2c(c1)O[C@@H](CN(C)Cc1cccc(F)c1)[C@@H](C)CN([C@H](C)CO)S2(=O)=O	25.0	0.2
O=C(NC1CCCC1)N[C@@H]1C=C[C@H](CC(=O)N2CCOCC2)O[C@@H]1CO	-1.9	0.0
COc1cccc(CN2CCN(Cc3cccc([N+](=O)[O-])c3)CC2)c1OC	nt	-0.7
Cc1noc(C)c1NC(=O)Nc1ccc2c(c1)CC(=O)N([C@@H](C)CO)C[C@@H](C)[C@@H](CN(C)Cc1ccc(C(F)(F)F)cc1)O2	2.4	-0.5
C[C@H](CO)N1C[C@H](C)[C@H](CN(C)C(=O)CCCN(C)C)OCCCC[C@H](C)Oc2ccc(NS(=O)(=O)c3cccs3)cc2C1=O	nt	4.5
C[C@@H]1CN([C@@H](C)CO)C(=O)c2cc(NC(=O)Cn3cnnn3)ccc2O[C@H]1CN(C)S(=O)(=O)c1ccc(F)cc1	nt	1.1
Cc1noc(C)c1NC(=O)Nc1cccc2c1O[C@H](CN(C)CC1CCCCC1)[C@H](C)CN([C@H](C)CO)C2=O	-7.8	0.0
CC(C)C#Cc1ccc2c(c1)O[C@@H](CN(C)Cc1ccccn1)[C@H](C)CN([C@H](C)CO)S2(=O)=O	-1.6	-3.7
C[C@H](CO)N1C[C@H](C)[C@@H](CN(C)CC2CCCCC2)Oc2ccc(NC(=O)Nc3ccc4c(c3)OCO4)cc2C1=O	-11.4	2.7
COc1ccc(Cl)cc1NC(=S)NCCc1c[nH]c2ccccc12	-4.6	0.2
COc1ccc(NC(=O)Nc2cccc3c2O[C@@H](CN(C)Cc2ccccc2)[C@H](C)CN([C@H](C)CO)C3=O)cc1	nt	-0.2
C[C@@H]1CN([C@H](C)CO)S(=O)(=O)c2ccc(-c3cccnc3)cc2O[C@@H]1CN(C)Cc1cccnc1	-14.3	nt
CC(C)CC#Cc1ccc2c(c1)O[C@@H](CN(C)Cc1ccc(F)cc1)[C@H](C)CN([C@H](C)CO)S2(=O)=O	6.1	-0.9
COc1ccc(S(=O)(=O)N(C)C[C@H]2Oc3c(NC(=O)c4nc5ccccc5s4)cccc3C(=O)N([C@H](C)CO)C[C@@H]2C)cc1	nt	-1.0
O=C(C[C@H]1CC[C@H](NC(=O)c2cnccn2)[C@H](CO)O1)NCc1ccccc1F	8.1	0.0
CC(C)(CC(=O)O)CC(=O)N1CCN(C2c3ccccc3-c3ccccc32)CC1	-6.1	-1.6
The list goes on.
SMILES	PRC2 inh	IDH1 mut inh
C[C@H](CO)N1C[C@H](C)[C@H](CN(C)CC2CCCCC2)Oc2ccc(NC(=O)CCCN(C)C)cc2C1=O	nt	-0.2
CO[C@H]1CN(C)C(=O)c2cc(NC(=O)c3ccc4c(c3)OCO4)ccc2OC[C@H](C)N(CCC(F)(F)F)C[C@H]1C	-19.4	1.1
COCCNC(=O)C[C@@H]1C[C@H]2c3cc(NC(=O)c4ccc5c(c4)OCO5)ccc3O[C@H]2[C@@H](CO)O1	1.8	-0.6
CC(C)(C)OC(=O)NC1(/C=N/NC(=O)c2ccccn2)CCCC1	-15.0	nt
N#CCCN(Cc1ccccc1)C(=O)c1ccccc1[N+](=O)[O-]	8.0	0.3
COc1ccc(NC(=O)Nc2ccc3c(c2)CC(=O)N([C@H](C)CO)C[C@H](C)[C@@H](CN(C)S(=O)(=O)c2ccc(OC)cc2)O3)cc1	nt	-1.8
Cn1c(SCC(=O)N2CCN(Cc3ccccc3)CC2)nnc1-c1ccncc1	14.2	0.0
COc1ccc(S(=O)(=O)Nc2ccc3c(c2)C(=O)N([C@H](C)CO)C[C@H](C)[C@@H](CN(C)C(=O)CCCN(C)C)OCCCC[C@H](C)O3)cc1	nt	0.4
C[C@H](CO)N1C[C@H](C)[C@H](CN(C)C(=O)Nc2ccccc2)Oc2ccc(NC(=O)c3ccncc3)cc2C1=O	nt	0.1
CC(C)c1cn(CC[C@@H]2CC[C@@H](NC(=O)C3CC3)[C@@H](CO)O2)nn1	1.6	-0.1
COc1ccc(NC(=O)CSC2=NC(c3ccccc3)CC(=O)N2)cc1Br (stereo unspecified)	3.8	1.2
COCC(=O)Nc1ccc2c(c1)[C@H]1C[C@@H](CC(=O)NCc3ccc(OC)cc3)O[C@H](CO)[C@H]1O2	7.5	-0.2
COc1ccc(S(=O)(=O)N(C)C[C@@H]2Oc3c(NC(=O)C4CC4)cccc3C(=O)N([C@H](C)CO)C[C@H]2C)cc1	nt	0.6
COc1ccc(NC(=O)N(C)C[C@H]2Oc3ccc(NS(=O)(=O)c4c(C)noc4C)cc3CC(=O)N([C@@H](C)CO)C[C@@H]2C)cc1	nt	0.2
COc1ccc(CN(C)C[C@H]2Oc3ccc(NC(=O)Cc4ccccc4)cc3CC(=O)N([C@H](C)CO)C[C@H]2C)cc1	-5.4	-0.7
CC(C)NC(=O)Nc1ccc2c(c1)C(=O)N([C@@H](C)CO)C[C@H](C)[C@H](CN(C)C(=O)Nc1ccc3c(c1)OCO3)OCCCC[C@H](C)O2	nt	0.2
C[C@@H]1CN([C@@H](C)CO)S(=O)(=O)c2ccc(C3=CCCCC3)cc2O[C@@H]1CN(C)C(=O)c1ccccc1	17.9	nt
C[C@H](CO)N1C[C@H](C)[C@H](CN(C)C(=O)Nc2ccc3c(c2)OCO3)Oc2c(NC(=O)Nc3ccc(C(F)(F)F)cc3)cccc2C1=O	nt	-0.5
C[C@H](CO)N1C[C@H](C)[C@H](CN(C)Cc2ccc(Cl)c(Cl)c2)Oc2ccc(NS(C)(=O)=O)cc2C1=O	5.0	-0.2
COC(=O)CCCCCCC(=O)N/N=C/c1ccc([N+](=O)[O-])c(O)c1	-6.8	nt
C[C@@H]1CN([C@@H](C)CO)C(=O)c2ccccc2-c2ccccc2CO[C@@H]1CN(C)C(=O)Nc1ccc2c(c1)OCO2	3.0	1.7
c1coc(CNc2nc3ccccc3n2CCN2CCOCC2)c1	-7.1	-0.1
O=C(Nc1ccc(F)cc1)N[C@@H]1CC[C@@H](CCNC(=O)c2cc(Cl)cc(Cl)c2)O[C@@H]1CO	1.5	-0.5
O=C(Nc1ccc(F)cc1)N[C@@H]1C=C[C@H](CC(=O)N2CCOCC2)O[C@H]1CO	0.5	-0.1
CNC[C@@H]1Oc2c(NC(=O)C3CC3)cccc2C(=O)N([C@H](C)CO)C[C@H]1C	-5.2	2.6
The listing continues.
SMILES	PRC2 inh	IDH1 mut inh
C[C@@H]1CN([C@H](C)CO)C(=O)Cc2cc(NC(=O)NC3CCCCC3)ccc2O[C@@H]1CN(C)CC1CCCCC1	-7.8	2.1
CO[C@H]1CN(C)C(=O)c2cc(NS(C)(=O)=O)ccc2OC[C@@H](C)N(Cc2cncnc2)C[C@H]1C	-5.6	0.0
CN(C)CC(=O)Nc1ccc2c(c1)[C@@H]1C[C@H](CC(=O)NCc3ccc(-c4ccccc4)cc3)O[C@@H](CO)[C@@H]1O2	-10.3	-0.1
COCC(=O)N(C)C[C@@H]1Oc2ncc(/C=C/c3ccccc3)cc2C(=O)N([C@H](C)CO)C[C@@H]1C	-0.1	2.7
COCC#Cc1cnc2c(c1)C(=O)N([C@@H](C)CO)C[C@@H](C)[C@@H](CN(C)C(=O)Nc1c(C)noc1C)O2	-1.8	nt
Cc1c(NC(=O)CN(c2ccc3c(c2)OCCO3)S(C)(=O)=O)c(=O)n(-c2ccccc2)n1C	-8.5	0.0
O=C(NCc1cccnc1)c1ccc2c(c1)C(=O)N(Cc1cccnc1)C2=O	nt	-0.2

Record cards (already shown). Values in the order: PRC2 inh, IDH1 mut inh
`COc1ccccc1NC(=O)CN1C(=O)NC(C)(C)C1=O` in the list: nt, 0.4
`C#CCNC(=O)C1=C[C@@H](c2ccc3c(c2)OCO3)C[C@@H](OCc2ccc(CO)cc2)O1` in the list: -3.6, nt
`CC(C)c1cn(CC[C@@H]2CC[C@@H](NC(=O)C3CC3)[C@@H](CO)O2)nn1` in the list: 1.6, -0.1
`CO[C@H]1CN(C)C(=O)c2cc(NC(=O)c3ccc4c(c3)OCO4)ccc2OC[C@H](C)N(CCC(F)(F)F)C[C@H]1C` in the list: -19.4, 1.1
`C[C@H](CO)N1C[C@H](C)[C@H](CN(C)C(=O)Nc2ccccc2)Oc2ccc(NC(=O)c3ccncc3)cc2C1=O` in the list: nt, 0.1
